Dicer inh = inhibitors of human Dicer processing of pre-microRNA. AID 1347074. hit rate 6% among 47,000. cat-ELCCA pre-miR-21 Dicer processing, chemiluminescence; stronger effect = higher value. z-score at 25 µM; in the data active = z-score above about 3, passing the limit was not always enough;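 note: plate controls were vehicle for no effect and no enzyme for full effect; higher signal means more uncleaved substrate so more Dicer inhibition; strong numbers were not always called active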
Target sequence (Q9UPY3 whole entry, looked up): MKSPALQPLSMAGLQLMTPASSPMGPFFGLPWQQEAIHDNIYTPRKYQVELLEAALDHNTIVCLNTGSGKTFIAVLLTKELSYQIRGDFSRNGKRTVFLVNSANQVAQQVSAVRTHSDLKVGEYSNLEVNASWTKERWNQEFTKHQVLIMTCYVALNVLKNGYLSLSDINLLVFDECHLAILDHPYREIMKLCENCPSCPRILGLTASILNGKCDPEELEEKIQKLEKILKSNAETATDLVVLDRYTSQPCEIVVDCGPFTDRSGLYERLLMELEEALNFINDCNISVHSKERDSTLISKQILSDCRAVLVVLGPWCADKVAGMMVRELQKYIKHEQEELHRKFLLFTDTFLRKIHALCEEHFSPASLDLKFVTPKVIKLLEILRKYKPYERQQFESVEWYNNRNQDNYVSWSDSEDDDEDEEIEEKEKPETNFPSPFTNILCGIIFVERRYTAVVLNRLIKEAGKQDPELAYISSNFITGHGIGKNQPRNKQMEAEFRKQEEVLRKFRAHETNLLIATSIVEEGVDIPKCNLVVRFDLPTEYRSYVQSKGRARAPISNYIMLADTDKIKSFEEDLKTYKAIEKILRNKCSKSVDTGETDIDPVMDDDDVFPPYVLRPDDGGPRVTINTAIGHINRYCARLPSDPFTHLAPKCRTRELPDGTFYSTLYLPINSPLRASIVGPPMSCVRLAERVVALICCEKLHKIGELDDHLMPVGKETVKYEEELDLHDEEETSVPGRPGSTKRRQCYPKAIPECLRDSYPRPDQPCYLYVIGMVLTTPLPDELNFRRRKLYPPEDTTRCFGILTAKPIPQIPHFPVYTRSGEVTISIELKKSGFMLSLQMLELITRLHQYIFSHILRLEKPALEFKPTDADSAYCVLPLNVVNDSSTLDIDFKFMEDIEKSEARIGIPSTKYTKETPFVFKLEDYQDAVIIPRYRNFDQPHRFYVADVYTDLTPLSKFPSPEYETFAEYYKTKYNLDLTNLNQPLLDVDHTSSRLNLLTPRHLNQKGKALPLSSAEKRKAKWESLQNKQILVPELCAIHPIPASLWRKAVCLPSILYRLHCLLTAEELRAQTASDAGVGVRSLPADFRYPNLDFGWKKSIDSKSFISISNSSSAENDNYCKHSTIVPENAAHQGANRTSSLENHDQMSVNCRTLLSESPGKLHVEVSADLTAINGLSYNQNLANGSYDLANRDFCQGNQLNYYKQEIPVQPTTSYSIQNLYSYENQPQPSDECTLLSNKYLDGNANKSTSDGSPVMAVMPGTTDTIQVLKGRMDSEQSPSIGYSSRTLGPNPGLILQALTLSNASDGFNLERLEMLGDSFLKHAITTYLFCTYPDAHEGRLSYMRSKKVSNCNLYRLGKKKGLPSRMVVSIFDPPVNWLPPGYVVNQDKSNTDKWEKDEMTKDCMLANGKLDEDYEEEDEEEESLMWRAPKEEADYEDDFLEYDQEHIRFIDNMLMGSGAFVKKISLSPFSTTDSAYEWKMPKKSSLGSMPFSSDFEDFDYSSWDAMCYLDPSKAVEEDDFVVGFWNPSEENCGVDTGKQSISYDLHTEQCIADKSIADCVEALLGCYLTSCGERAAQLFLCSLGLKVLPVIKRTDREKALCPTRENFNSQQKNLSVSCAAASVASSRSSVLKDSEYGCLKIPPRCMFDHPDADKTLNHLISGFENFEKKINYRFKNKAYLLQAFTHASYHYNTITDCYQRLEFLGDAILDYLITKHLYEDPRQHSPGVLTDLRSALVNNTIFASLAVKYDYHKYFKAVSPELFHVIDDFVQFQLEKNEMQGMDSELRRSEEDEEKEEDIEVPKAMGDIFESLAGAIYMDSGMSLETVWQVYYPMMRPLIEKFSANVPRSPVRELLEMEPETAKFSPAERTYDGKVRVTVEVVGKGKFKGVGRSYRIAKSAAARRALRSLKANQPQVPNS
Active calls of the source: *. An excerpt. The share of hits here may be higher or lower than overall.

SMILES,Dicer inh
Cc1cc(C(F)(F)F)cc(-n2cc(C#N)c(N)n2)n1,-1.1
CC1CCN(Cc2nc3c(c(=O)n(C)c(=O)n3C)n2CCN2CCOCC2)CC1,-1.8
O=C1c2ccccc2O[C@@H](c2ccc(Cl)cc2)[C@@H]1O,1.6
CCOc1ccc(-c2cc(C(=O)O)c3cc(Br)ccc3n2)cc1,-0.39
CC(=O)CSc1ccc(OCC(F)(F)F)c(C#N)c1OCC(F)(F)F,-0.05
Cn1c(=O)[nH]c(=O)c2c1nc(N1CCCCC1)n2Cc1ccccc1,0.81
CC(C)n1c(CO)nc2ccccc21,-1.9
COc1cccc(OCc2nc3ccccc3[nH]2)c1,0.82
Cc1ccc(N=C(C#N)C2=C(O)c3ccccc3C2=O)cc1F,-0.88
CC(C)S(=O)(=O)c1cscc1N1C(=O)c2ccccc2C1=O,0.17
Cc1ccc(S(=O)(=O)CCSc2sc(C#N)c3c2C(=O)CC(C)(C)C3)cc1,0.95
CC[C@H]1OC(=O)[C@H](C)C(O[C@H]2C[C@@](C)(OC)[C@@H](O)[C@H](C)O2)[C@H](C)[C@@H](OC2O[C@H](C)C[C@H](N(C)C)[C@H]2O)[C@](C)(O)C[C@@H](C)CN(C)[C@H](C)[C@@H](O)[C@]1(C)O (some centres not stated),2.3
C=C(C)Cc1c(COC)nc(SCC2CC2)[nH]c1=O,11
Cc1cc2n(n1)C(c1ccc(N3CCCC3)cc1)Nc1ccccc1-2 (configuration not stated),4.5*
Cc1cc2ncc(-c3ccnc(SCc4ccc(Cl)cc4)n3)c(C)n2n1,-0.27
CC(C)(O)C#Cc1ccc(/C=N/Nc2ncc(C(F)(F)F)cc2Cl)cc1,-0.17
Fc1cccc(Cl)c1CSc1nnc(-c2cn3cc(C(F)(F)F)cc(Cl)c3n2)o1,-0.51
C=CCOc1ccc(/C(O)=C2/C(=O)C(=O)N(CCOC)C23C(=O)N(C)c2ccccc23)cc1 (configuration not stated),-0.06
Cn1c(=O)c(-c2ccccc2)c(OS(=O)(=O)c2ccc(Br)cc2)c2ccccc21,-1.4
c1ccc(-c2cn3nc(-c4ccccc4)sc3n2)cc1,1.3
Nc1ccc(-c2nnc(-c3ccco3)o2)cc1,-0.32
O=C(Nc1cc2ccccc2s1)Nc1ccc(F)cc1F,-2.7
CC(C)(C)C1=NN(c2nc3ccc(Cl)cc3s2)C(=O)C1,-2.7
CSc1nc2ccccc2c(=O)n1C1CCOC(C)(C)C1 (configuration not stated),0.16
NC(Cc1c[nH]c2cc(F)ccc12)C(=O)O (configuration not stated),-1.1
Nc1nccnc1C(=O)N/N=C/c1ccccc1F,0.4
CCc1ccc(-n2nnnc2-c2cn[nH]c2-c2ccccc2)cc1,-1.9
COC(=O)c1sc(NC(=O)c2ccc(Cn3cc(Cl)cn3)o2)c(C#N)c1C,-0.87
CN(C)c1ccc(CN2CCOC(=O)C2=O)cc1,-1.8
CC[n+]1c(C)n(-c2ccccc2)c2ccc(NC(C)=O)cc21,0.7
CC(O)c1nc2ccc(-c3ccc4nc(C(C)O)[nH]c4c3)cc2[nH]1 (configuration not stated),-0.79
O=S(=O)(Cc1ccccc1)Nc1ccncc1,-0.38
COc1ccc(OCC(O)CNC(=O)Nc2ccc(F)cc2F)cc1 (configuration not stated),-2.1
C=CCSc1nnc2c3ccccc3n(CC=C)c2n1,3.2*
Cc1ccc(S(=O)(=O)NCC2CCCO2)cc1-c1nnc2c3ccccc3c(C)nn12 (configuration not stated),1.2
CCCCCCn1c(=O)c2c(nc(NCc3ccco3)n2C)n(C)c1=O,1.4
O=C(Nc1ccc(F)cc1)C1CC(=O)n2ncnc2N1 (configuration not stated),0.97
Cc1ccc(S(=O)(=O)/N=S2/CCCSC2)cc1 (configuration not stated),-0.63
COc1c(NC(=O)N(C)C)csc1Cl,0.6
CCOC(=O)c1nn(-c2ccc(C)c(Cl)c2)c(=O)c(C#N)c1C,-0.87
COc1cccc(N2C(=O)CC3(CC(C(=O)OCc4ccccc4)=NN3)C2=O)c1 (configuration not stated),1.4
COc1ccc(S(=O)(=O)N(c2ccc(Cl)cc2)S(=O)(=O)c2ccc(F)cc2F)cc1,1.6
CCn1nnnc1SCC(=O)N1CCN(c2ccccc2)CC1,0.15
O=C(NC1CCCC1)C1c2ccccc2Oc2ccccc21,4.3*
Nc1nc(-c2cccnc2)nn1S(=O)(=O)c1ccccc1,0.34
Cc1ccccc1N=Nc1c(C)[nH][nH]c1=O,0.68
Cc1ccc2nc(S/C=C/C(=O)c3cccc(Br)c3)[nH]c2c1,3.5*
O=S(=O)(c1ccc(F)cc1)N1CCC(Cc2ccccc2)CC1,0.45
CCOC(=O)c1sc(-c2ccccc2)nc1CSc1nccn1C,0.04
Cc1ccc(-c2nc(NC(=O)CSc3ncn[nH]3)ns2)cc1,1.2
CCOc1ccc2c(c1)[C@@H]1C=CC[C@@H]1[C@H](c1ccccc1Cl)N2,-0.33
O=C(NC(C(=O)c1ccccc1)n1cnccc1=O)c1ccccc1 (configuration not stated),0.18
O=S(=O)(c1ccc(F)c(Cl)c1)N1CCC(O)(c2ccc(Cl)cc2)CC1,0.04
CC(C)CC(NC(=O)Cc1ccsc1)C(=O)N/N=C/c1cccs1 (configuration not stated),-2.1
Cc1ccccc1OCc1nc(C#N)c(NCCN(C)C)o1,2
O=C(/C=C1\OC(=O)c2ccccc21)Oc1cccc(C(F)(F)F)c1,1.5
Nc1ccc(-c2nc(-c3ccccc3)c3cc(N)ccc3n2)cc1,80
O=C(NC(OCc1ccccc1)(C(F)(F)F)C(F)(F)F)c1ccccc1,-0.09
COc1ccc(C2CC(c3ccccc3O)=NN2)cc1 (configuration not stated),4.2*
CCC(=O)c1ccc(SC(=O)N(C)C)cc1O,-1.1

(continued)
SMILES,Dicer inh
O=C(Cn1cc(C(=O)c2ccco2)c2ccccc21)NCc1cccs1,-1.1
CSc1sc(C(=O)N(C)C)c2c1S(=O)(=O)N(C)c1ccccc1-2,0.41
C#CC1(NC(=O)c2cc(Cl)cc(Cl)c2)CCCCC1,-0.32
CC1=NN(C(=O)c2ccc(Cl)cc2)C(C)(C)C1,0.09
O=C(Nc1cccc(C(=O)O)c1)Nc1cccc2ccccc12,-1.2
O=C1CC(NCCc2c[nH]c3ccccc23)C(=O)N1c1ccc(Cl)cc1 (configuration not stated),-0.41
O=C1CC(c2ccc3c(c2)OCO3)c2c(ccc3ccccc23)N1 (configuration not stated),0.95
CC1=CC(C)(C)N(C(=O)CN2C(=O)CCC2=O)c2ccc(C)cc21,1.5
COc1ccc(-c2nc(C(C)=O)cs2)cc1[N+](=O)[O-],-0.3
O=C1CC(c2ccccc2)Cc2nc(N3CCN(c4ccccc4)CC3)ncc21 (configuration not stated),1.2
CCOC(=O)c1c(C)oc2ccc(NS(=O)(=O)c3cccs3)cc12,-0.75
CC1=C(C(=O)OC2CCCC2)C(c2ccc(C)cc2)C2=C(CCCC2=O)N1 (configuration not stated),2.9
CCOC(=O)c1cc(C#N)c(Sc2ccccc2NC(=O)c2ccccc2)nc1C(F)(F)F,-1.8
CCCOC(=O)COc1ccc2c(=O)c(Oc3cc(C)c(Cl)c(C)c3)coc2c1,-0.45
CC1CCN(c2ccc([N+](=O)[O-])c(Oc3nc4c(Cl)cc(Cl)cc4s3)c2)CC1,-0.72
CCN(CC)c1ccc(C2C(C(=O)OC)=C(C)Nc3ncnn32)cc1 (configuration not stated),-0.66
Cc1nn(C(=O)c2ccc(Cl)cc2)c(C)c1Sc1ccc(C(F)(F)F)cn1,1.4
CN(C)/C=C(\C(=O)c1cc(F)cc(F)c1)c1nnnn1-c1ccccc1,-3.2
COC(=O)C1=C(C)NC2=C(C(=O)CC(c3ccc(OC)cc3)C2)C1c1ccc2c(c1)OCO2 (configuration not stated),-0.4
Cn1ccnc1SCC(=O)Nc1cccc(Br)c1,-0.87
CCOC(=O)c1cc(CC)sc1NC(=S)Nc1ccccc1C(F)(F)F,-0.97
CSc1nc2c(c(=O)n(C)c(=O)n2C)n1Cc1ccc(Cl)cc1,1
Cc1cc(C)cc(NC(=S)N(C)C)c1,-0.11
COc1cc(C2c3c(oc4ccc(F)cc4c3=O)C(=O)N2c2nccs2)ccc1OCCC(C)C (configuration not stated),1.5
S=c1[nH]nc(Cc2n[nH]c(=S)n2-c2ccccc2)n1-c1ccccc1,3.3*
CC(C)CNC(=O)Cn1nc(C(F)(F)F)c2c1CCCC2,1.1
COCCCn1c(SCC(=O)NNC(=O)C(Cl)Cl)nnc1-c1ccc(C(C)(C)C)cc1,-2.2
Cc1ccc2oc3c(c(=O)c2c1)C(c1ccc(OCC(N)=O)cc1)N(Cc1ccc2c(c1)OCO2)C3=O (configuration not stated),-0.04
Cc1ccc(-n2nc(C(=O)O)c(C)c(C#N)c2=O)cc1C,-0.44
O=C(Nc1ccccc1Sc1c(Cl)cncc1Cl)c1ccc(Cl)cc1,-1.1
Cc1cc(Cl)ccc1N=C(N)N=C(N)N,-0.74
O=[N+]([O-])c1c(Nc2ccccc2)ccc2nsnc12,-0.1
O=C1NC(=S)N/C1=C\c1c(F)cccc1Cl,1.9
Cc1[nH]c(=O)c(C#N)cc1-c1csc(-c2ccccc2)n1,-1.1
COc1cc(Br)c(CCn2c(=O)[nH]c(=O)c3sc(N)nc32)cc1OC,0.2
S=c1[nH]nc(-c2ccc(Cl)cc2)n1Cc1ccccc1,2.7
COC(=O)CCS(=O)(=O)c1cccc2c(S(=O)(=O)CCC(=O)OC)cccc12,0.7
O=C(/C=C1\SCC(=O)N1c1ccccc1)c1ccc(Cl)cc1,0.16
C=CCN1C(=O)C2(/C(=C(/O)c3ccc(F)cc3)C(=O)C(=O)N2CCCN(C)C)c2ccccc21 (configuration not stated),2.1
O=C(Nc1ccc(N2CCOCC2)c(Cl)c1)c1sc2ccccc2c1Cl,-0.03
COc1ccccc1C1CCN(C(=O)CSc2nnc(NC(=O)c3ccccc3)s2)CC1,0.94
O=c1[nH]c(C2CC2)nc2c1CSCC2,1.3
COC(=O)c1sccc1Oc1ccc(C(F)(F)F)cc1N,0.11
CC(C)c1nc2sc3c(N4CCOCC4)ncnc3c2c2c1COC(C)(C)C2,-0.21
Nc1c(C(=O)Nc2cccc(F)c2)sc2nc(-c3ccncc3)ccc12,0.3
CCc1c(C)nc2c(-c3ccccc3)c[nH]n2c1=O,1.1
CCc1c(C(=O)OCc2ccccc2)[nH]c(C)c1C,-0.52
O=C(/C=C/Sc1c(Cl)cccc1Cl)c1ccc(Br)cc1,-0.12
O=C(NCc1ccco1)C1Sc2nnc(-c3ccccc3)n2NC1c1ccc(F)cc1 (configuration not stated),0.08
Cn1ncc(S(=O)(=O)Cc2ccccc2)c(Cl)c1=O,-0.02
CCOC(=O)c1nn(-c2ccc(OC)cc2)c(=O)c2c(N)scc12,-1.4
CCc1ccc(N2CC34C=CC(O3)C(C(=O)OC(C)C)C4C2=O)cc1 (configuration not stated),1.1
O=C(c1cccs1)c1nn(-c2ccccc2)c2nc(=O)c(Cc3ccc(Cl)cc3)nn12,-0.23
O=C1NC(=S)NC(=O)C1=C/C=C/c1c(O)[nH]c(=S)[nH]c1=O,-2.7
Cc1ccc(Nc2ncnc3sc(C)c(C)c23)cc1,-0.61
O=C1C(Oc2ccccc2)C(c2ccc3c(c2)OCO3)N1Cc1ccc2c(c1)OCO2 (configuration not stated),0.72
CC(C)(C)OC(=O)/C(C#N)=C/C1CCCCC1,0.54
CN(CCOC(=O)Nc1ccccc1)c1cc(C(F)(F)F)nc2ccccc12,0.11
COc1ncc(C(=O)NNC(=S)Nc2cccc(C(F)(F)F)c2)cc1[N+](=O)[O-],0.3
CC(C)(C)c1ccc(C(=O)CCCN2CCC(OC(c3ccccc3)c3ccccc3)CC2)cc1,1.8

Compounds above that contain bromine (6):
SMILES,Dicer inh
CCOc1ccc(-c2cc(C(=O)O)c3cc(Br)ccc3n2)cc1,-0.39
Cn1c(=O)c(-c2ccccc2)c(OS(=O)(=O)c2ccc(Br)cc2)c2ccccc21,-1.4
Cc1ccc2nc(S/C=C/C(=O)c3cccc(Br)c3)[nH]c2c1,3.5*
Cn1ccnc1SCC(=O)Nc1cccc(Br)c1,-0.87
COc1cc(Br)c(CCn2c(=O)[nH]c(=O)c3sc(N)nc32)cc1OC,0.2
O=C(/C=C/Sc1c(Cl)cccc1Cl)c1ccc(Br)cc1,-0.12

New compounds follow
SMILES,Dicer inh
Cc1nc(C(F)(F)F)ccc1C(=O)N1CCSCC1,-0.12
C#CCOC(=O)NC(=O)c1ccc(Oc2cc(Cl)cc(Cl)c2)c([N+](=O)[O-])c1,0.75
CCNS(=O)(=O)c1cc(-c2nnc(OC)c3ccccc23)ccc1C,0.26
CCOC(=O)c1cnn(-c2ccc(N)cc2)c1C(F)(F)F,0.63
CCOC(=O)c1cc2c(c(CSc3ccc(C(F)(F)F)cn3)c1)OCOC2,0.46
COc1ccc(C/C(C)=N/NC(N)=O)cc1OC,11
O=c1ccnc(SCc2ccc(Cl)cc2)[nH]1,-0.86
COC(=O)c1ccccc1OC(=O)c1sc2ccccc2c1Cl,-0.31
COc1ccc(C2C(C(=O)OC3CCCCC3)=C(C)NC3=C2C(=O)CCC3)c(OC)c1 (configuration not stated),1.3
Nc1nonc1-c1nc2ccccc2n1CC(=O)Nc1ccc(Cl)cc1,-0.74
Cc1oc2cc(OCC(=O)O)ccc2c(=O)c1-c1ccc(Br)cc1,3
O=S(=O)(c1cccc2nsnc12)N1CCN(C/C=C/c2ccccc2)CC1,0.57
CC(C)(C)c1cc(NC(=O)C(Cl)Cl)c(C(N)=O)s1,-0.06
